# TDP2 inh: blocks human TDP2 phosphodiesterase activity | O95551 | recombinant TDP2, T5PNP hydrolysis, p-nitrophenol absorbance 415 nm | inhibition, % at 12.8 µM | 370,000 compounds, 0.34% hits | AID 720702;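 active = inhibition above the mean of all tested compounds plus 3 SD, set per campaign, cut at about 25% in these data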;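 also: 0% = DMSO with enzyme and 100% = buffer with substrate but no TDP2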
#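 test system = human TDP2 enzyme | input = TDP2 enzyme at 120 nM final | medium = 50 mM Tris-HCl pH 7.5 with Mg2+, KCl, DTT, BSA | also added = T5PNP substrate, 5 mM | times = 2 h at 37 °C | technique = epi absorbance | benchmarks = high control without enzyme, low control DMSO plus TDP2 | replication = each compound tested once, singlicate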
# ADAM17 inh: inhibitors of human ADAM17. P78536. recombinant ADAM17, EDANS/DABCYL FRET peptide cleavage. inhibition, % at 6.95 µM. 370,000 compounds, 0.83% hits;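 active = inhibition above the mean of compounds lying between control limits plus 3 SD, set per campaign, cut at about 8.5% in these data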;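 also: 0% = DMSO-only wells as the low control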
# DDE Tn7 FP inh: disrupts Tn7 cyclic peptide binding to fibrin D-Dimer-E complex; P02675; FP displacement of FITC-Tn7 peptide from fibrin DD(E); 0% = median of compound wells per plate; inhibition, % at 8.3 µM; 370,000 compounds, 0.13% hits;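 active = inhibition above the mean of compounds falling within the control limits plus 3 SD of them, cut at about 14% in these data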;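 also: 0% = plate median of compound wells and 100% = 10 µM Aha-Tn7 peptide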
#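 Test system – human fibrin DD(E) · Times – 10 min preincubation, 3 h with tracer, room temperature · Detection – fluorescence polarization of the labelled Tn7 tracer · Measure – percent inhibition normalized to high-control wells · Benchmarks – high control wells with 10 µM unlabelled Aha-Tn7 peptide (full inhibition) · Repeats – singlicate testing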
# LEDGF integ inh: blocks HIV-1 LEDGF/p75-dependent DNA integration; 370,000 compounds, 0.64% hits; inhibition, % at 3.7 µM; TR-FRET IN-LEDGF/p75 DNA integration, Eu/Cy5;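 active = inhibition above the screen-wide mean plus 3 SD, cut at about 13% in these data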;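 also: signal is the Cy5 over europium emission ratio at 671 and 618 nm; 0% = plate median of compound wells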
# Tn6 DDE FP: inhibitors of Tn6 peptide binding to human fibrin DD(E); Fibrin DD(E) TRITC-Tn6 fluorescence polarization displacement; inhibition, % at 8.3 µM; 370,000 compounds, 0.21% hits; AID 720509;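 active = inhibition above a per-campaign cutoff: mean of compounds within control limits plus 3 SD, cut at about 15% in these data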;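 also: 0% = median of all compound wells on the plate and 100% = blocking peptide control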
# ADAM10 inh: inhibits human ADAM10; O14672; inhibition, % at 7 µM; recombinant ADAM10, EDANS/DABCYL FRET peptide cleavage, 3 h; 370,000 compounds, 0.62% hits; AID 720582;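 active = inhibition above a per-campaign cutoff equal to the mean of compounds falling between control-based bounds plus 3 SD, cut at about 20% in these data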;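 also: 0% = DMSO wells while the 100% control is not disclosed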
# Target sequence (O14672 214-748 limits assumed): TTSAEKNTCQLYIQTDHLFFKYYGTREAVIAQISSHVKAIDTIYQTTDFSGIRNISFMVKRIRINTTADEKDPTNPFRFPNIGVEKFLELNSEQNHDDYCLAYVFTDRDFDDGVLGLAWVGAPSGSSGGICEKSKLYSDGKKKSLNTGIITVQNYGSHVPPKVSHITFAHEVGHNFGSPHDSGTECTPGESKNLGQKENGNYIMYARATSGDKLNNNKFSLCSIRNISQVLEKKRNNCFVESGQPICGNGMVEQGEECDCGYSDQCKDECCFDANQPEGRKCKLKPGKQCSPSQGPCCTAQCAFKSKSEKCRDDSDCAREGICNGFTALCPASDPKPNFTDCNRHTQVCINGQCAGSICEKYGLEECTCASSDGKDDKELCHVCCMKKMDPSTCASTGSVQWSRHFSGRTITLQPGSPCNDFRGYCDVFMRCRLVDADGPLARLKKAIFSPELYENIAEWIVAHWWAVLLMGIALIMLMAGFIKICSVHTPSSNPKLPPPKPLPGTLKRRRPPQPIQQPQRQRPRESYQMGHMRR
# ASAP1 GAP inh: blocks human ASAP1-stimulated Arf1 GTP hydrolysis; Q9ULH1; GDP FP detection; inhibition, % at 16.5 µM; 360,000 compounds, 0.19% hits; AID 624377; in the data active = inhibition above about 25%;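 also: 0% = vehicle with enzyme and substrate and 100% = no enzyme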
# Target sequence (Q9ULH1 325-724 limits assumed): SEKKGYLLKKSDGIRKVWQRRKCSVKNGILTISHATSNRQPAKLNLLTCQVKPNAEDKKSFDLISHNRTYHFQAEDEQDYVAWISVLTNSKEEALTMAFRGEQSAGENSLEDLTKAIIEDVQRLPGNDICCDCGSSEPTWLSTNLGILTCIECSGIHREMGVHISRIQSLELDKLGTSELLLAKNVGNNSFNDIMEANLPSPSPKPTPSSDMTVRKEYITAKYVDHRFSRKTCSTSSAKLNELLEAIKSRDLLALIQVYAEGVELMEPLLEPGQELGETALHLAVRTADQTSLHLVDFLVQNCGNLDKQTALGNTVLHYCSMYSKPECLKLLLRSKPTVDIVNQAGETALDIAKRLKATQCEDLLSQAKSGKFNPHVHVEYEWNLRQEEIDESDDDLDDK
# PLC-gamma1 inh: inhibitors of human phospholipase C gamma1; P19174; purified PLC-gamma1, fluorogenic substrate, fluorescence; inhibition, % at 12.2 µM; 370,000 compounds, 0.84% hits; AID 720700; in the data active = inhibition above about 9.5%
# ARFGAP1 inh: inhibitors of rat ARFGAP1; Q62848; Arfgap1-stimulated ARF1 GTP hydrolysis, GDP FP detection; inhibition, % at 16.5 µM; 360,000 compounds, 0.26% hits;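 active = inhibition above a per-plate limit, mean inhibition of low control wells plus 3 SD, cut at about 25% in these data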;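 also: 0% = DMSO wells with enzyme and 100% = wells lacking Arfgap1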
# Target sequence (Q62848 1-136 limits assumed): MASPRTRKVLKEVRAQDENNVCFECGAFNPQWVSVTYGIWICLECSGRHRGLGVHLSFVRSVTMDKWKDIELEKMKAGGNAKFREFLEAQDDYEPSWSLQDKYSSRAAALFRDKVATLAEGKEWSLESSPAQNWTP
#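 System: truncated rat Arfgap1 GAP domain / Benchmarks: high control wells lacking Arfgap1, low control full reaction with DMSO / Times: compound-enzyme preincubation 20 min, reaction 120 min, detection 60 min, 25 °C / Repeats: one replicate per compound / Also added: human ARF1(Δ1-17)-GTP substrate / Measured by: Tracer-displacement fluorescence polarization with EDTA stop, 620/688 nm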
# KLK7 zymogen act: activates the human kallikrein-7 zymogen; 370,000 compounds, 0.9% hits; AID 652039; purified proKLK7, EDANS-DABCYL substrate fluorescence; 100% is mature enzyme control, 0% vehicle; P49862; activation, % at 7 µM;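 active = activation above the mean of all tested compounds plus 3 SD, computed per campaign excluding outliers beyond control limits, cut at about 13% in these data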
# Active calls of the source: *; i = inactive; nt = no result given.
SMILES	TDP2 inh	ADAM17 inh	DDE Tn7 FP inh	LEDGF integ inh	Tn6 DDE FP	ADAM10 inh	ASAP1 GAP inh	PLC-gamma1 inh	ARFGAP1 inh	KLK7 zymogen act
COc1cc(Cl)c(CNC[C@H]2O[C@@H](n3cnc4c(N)ncnc43)[C@H](O)[C@@H]2O)c(Cl)c1O	10	-5	0	1	-9	-7	5	-2	2	-0.4
COc1cc(OC)nc(Oc2ccccc2C(=O)Oc2ccc(Cl)cc2)n1	-7	-2	-4	-3	-3	-4	2	2	-1	0.2
COc1ccc(/C=C2/C(=O)N=C3SCCN32)cc1	-9	8	0	1	-8	16	-9	6	-6	-0.4
CCc1ccc(N2CC(C(=O)OCc3csc(CC(=O)Nc4ccccc4C)n3)CC2=O)cc1 (stereo not drawn)	10	-3	7	-7	0	-13	4	3	2	1.1
CCOCC(=O)N1CCC(Cc2ccccc2)CC1	-9	-1	2	4	0	-2	-7	2	4	0.1
C=CCn1c(CNC(=O)c2ccccc2F)nnc1SCc1nc2ccccc2c(=O)[nH]1	-13	1	-5	-1	1	9	-2	0	1	0.5
CCS(=O)(=O)N1CCN(C(=O)c2cccc(OC)c2)CC1	-18	4	8	0	3	8	-1	5	0	-0.3
CCCS(=O)(=O)NC(=O)C1(C)CCN(C(=O)c2cccc3ccccc23)C1 (stereo not drawn)	-2	0	3	3	-3	-2	0	0	-6	-0.1
COc1ccc(CCNC(=O)C2CCCN(S(=O)(=O)N3CC(C)CC(C)C3)C2)cc1OC (stereo not drawn)	8	-4	-5	1	-10	-3	1	0	-10	-0.4
CCc1ccc(S(=O)(=O)NCc2cccnc2)cc1	10	-5	-2	-4	-1	-4	0	0	-2	0.1
COc1ccc(NC2CCCN(C(=O)c3cccc(N(C)C)c3)C2)cc1 (stereo not drawn)	0	-3	1	1	-1	0	-3	-1	-1	1.2
CCCCc1ccc(S(=O)(=O)NC(=O)C2(C)CCN2C(=O)c2c(C)noc2C)cc1 (stereo not drawn)	-10	-6	5	3	-6	-5	6	-1	-12	-0.3
COC(=O)Cn1c(=NC(=O)CSCC(=O)Nc2cc(C)on2)sc2ccccc21	-7	1	-8	4	-2	3	8	-2	-1	0.3
CCOc1ccc(N2C(=O)S/C(=C\c3cccn3C)C2=O)cc1	-2	0	-4	-3	6	-7	-3	-3	-2	-0.3
CC(=O)c1oc2ccccc2c1NC(=O)CCCN1C(=O)c2ccccc2C1=O	8	2	4	-1	-2	-8	-10	-3	13	-0.5
COc1ccc(-c2ccc(C(=O)Nc3cccc(C(F)(F)F)c3)c3occc23)c(C)c1	2	-4	5	-2	-3	-38	-6	-22	-9	-11
COC(=O)C1=C(C)NC(C)=C(C(=O)OCCN(C)Cc2ccccc2)C1c1cccc([N+](=O)[O-])c1 (stereo not drawn)	-3	6	-4	-1	-1	2	3	3	9	0.3
CC1(C(=O)Nc2nccs2)CCN1C(=O)CC(c1ccccc1)c1ccccc1 (stereo not drawn)	-19	8	12	6	3	11	12	6	-5	0.1
O=C(Nc1cccc(Cl)c1)c1nc[nH]c1C(=O)N1CCc2ccccc2C1	6	-3	-4	0	-1	0	9	-2	4	0.9
Cc1ccc([N+](=O)[O-])cc1N=C(c1cccc([N+](=O)[O-])c1)N1CCOCC1	4	-3	3	3	9	0	-2	-6	-4	-0.5
COc1ccc(CNC(=S)Nc2cccc(C)c2)cc1	10	-5	-5	0	-4	0	4	6	13	0.2
CCC(=O)NC(Nc1nc2ccc(C)cc2s1)(C(=O)OC)C(F)(F)F (stereo not drawn)	6	-3	0	3	-1	5	11	0	-7	0.1
COc1ccccc1OCC(=O)NCc1nc(-c2ccccc2)no1	14	-3	-5	2	6	4	-8	-5	-15	0.3
Cc1ccc(-n2ncc3c(=O)n(CC(=O)N4CCN(c5ccccc5)CC4)cnc32)cc1	-4	-6	2	-2	10	4	2	-5	10	-0.1
Cc1ccc(C(=O)Nn2cnnc2)cc1Cl	1	3	-8	0	3	5	6	1	11	-0.2
CCOC(=O)c1cnc2ccc(Br)cc2c1NCCO	-8	0	3	4	-7	7	5	6	-4	-0.2
CSCCC(NS(=O)(=O)c1ccccc1)C(=O)OCc1nc2ccsc2c(=O)[nH]1 (stereo not drawn)	4	1	1	3	7	-2	-15	-7	-12	0.0
Cc1ccc(S(=O)(=O)N2CCOCC2)cc1C(=O)NCc1ccccc1CN1CCCC1	10	-4	7	1	-4	-10	0	1	2	0.0
CCN(CC#CCC1(O)c2ccccc2-c2ccccc21)C(C)C	-13	1	-8	2	7	3	5	5	2	0.2
COc1ccccc1C(CNC(=O)c1cccc(S(=O)(=O)Nc2ccc(C)cc2)c1)N(C)C (stereo not drawn)	-5	-4	-1	5	5	-3	7	1	-2	0.3
O=C(Nc1cc(-c2nc3ncccc3o2)ccc1Cl)c1cccs1	-1	-9	-1	2	-1	-35	3	-5	-1	-5.6
CCN=C(NCC)SC1CC(=O)N(CCc2ccccc2)C1=O (stereo not drawn)	3	-6	4	1	0	2	-20	-1	7	0.0
O=C(C(=O)N1CCCc2ccccc21)c1c[nH]c2ccccc12	-9	0	7	-6	2	-2	-7	2	-10	0.1
O=c1[nH]c2ccccc2n1CCCSCCCn1c(=O)[nH]c2ccccc21	-4	4	0	0	3	-7	-1	1	-7	0.5
COc1cccc(-n2c(Cc3cc(=O)[nH]c(=O)[nH]3)nnc2SCC(=O)N2CCCCC2)c1	-6	0	8	2	3	0	-5	4	-1	0.2
O=c1cc(-c2ccccc2[N+](=O)[O-])oc2ccccc12	0	-1	3	-2	1	2	-2	1	-16	0.4
Cc1cc(C(=O)NCC(c2ccco2)N(C)C)ccc1[N+](=O)[O-] (stereo not drawn)	6	-1	0	3	2	-10	5	-2	-9	-0.4
COc1ccc(-c2cc(C(=O)N/N=C/c3cccnc3)c3ccccc3n2)cc1	-5	-81	0	2	-5	-211	-14	i	10	8.4
O=C(O)c1ccc2c(=O)n3c(nc2c1)/C(=C/c1cccc(Cl)c1Cl)CCCC3	6	-1	-9	1	2	2	9	2	3	-0.8
CC(=O)c1c(C)[nH]c(C(=O)OCC(=O)NCc2ccc3c(c2)OCO3)c1C	9	-5	5	2	-7	2	5	0	0	0.3
O=[N+]([O-])c1cccc(-n2cc3ccc([N+](=O)[O-])cc3n2)c1	0	-8	3	1	-4	-2	18	-2	40*	0.0
CCn1c(SCC(=O)Nc2ccc3c(c2)OCO3)nc2ccccc21	-2	0	3	-6	-1	6	-5	-2	6	0.1
O=C1CC(SCc2nc3ccccc3[nH]2)C(=O)N1c1cccc(F)c1 (stereo not drawn)	-5	-29	-4	-4	7	-84	-10	-142	-10	-0.2
Cc1cc(=O)oc2c(C)c(OCC(=O)N3CCN(c4ccccc4)CC3)ccc12	8	-7	2	3	3	-30	1	-2	-8	-0.7
Cc1ccc(-c2nnc(N3CCOCC3)c3ccccc23)cc1S(=O)(=O)N(C)C	5	-1	-2	2	0	-8	2	4	-2	0.0
C[C@H]1[C@H](N(Cc2ccccc2)Cc2ccccc2)CC[C@@]23CCCN2C(=O)CCC[C@@H]13	-8	0	-4	8	-6	4	nt	1	nt	nt
Cc1ccc([C@H]2C[C@@H](n3cc(COC(=O)c4ccccc4)nn3)[C@H](O)CN2Cc2cccs2)cc1	-2	-3	-6	2	2	-4	0	1	15	0.4
CC(C)N1C(=O)CCC1C(=O)N1CCCc2ccccc21 (stereo not drawn)	1	-2	-1	1	1	-2	1	0	0	-1.0
Cc1cc(Oc2cccnc2)ccc1NC(=O)Cc1cn(C)c2ccccc12	0	-4	-7	-3	-14	-12	2	-3	1	0.7
CC(C)(C)N=C1NN=C(c2cc3ccccc3o2)CS1	11	-10	-1	-1	-8	-29	-11	-11	-3	-1.0

# New compounds follow:
SMILES	TDP2 inh	ADAM17 inh	DDE Tn7 FP inh	LEDGF integ inh	Tn6 DDE FP	ADAM10 inh	ASAP1 GAP inh	PLC-gamma1 inh	ARFGAP1 inh	KLK7 zymogen act
Cc1cc(Br)cc(C)c1OCC(=O)NNC(=O)c1cccs1	-3	-1	-4	2	0	8	-9	3	12	-0.5
Cc1ccc(Cn2nnnc2CN2CCC(NC(=O)C(C)(C)C)CC2)cc1	5	1	7	3	-7	0	8	0	4	0.2
Cc1c(Cl)cccc1NC(=S)NC1CCN(Cc2ccccc2)CC1	0	2	2	-2	-1	0	-5	-2	-9	-0.6
O=C(NCCc1ccccc1)C(=O)c1cn(CC(=O)N2CCCC2)c2ccccc12	-14	-2	3	-2	6	0	9	4	0	0.3
CCOC(=O)C1=C(COC(=O)CCc2ccccc2)NC(=O)NC1C (stereo not drawn)	-1	-5	-12	2	0	-6	11	5	-1	0.0
Cc1ccc(S(=O)(=O)N(C(=O)c2ccco2)c2cc3sc(=O)oc3c3ccccc23)cc1	-3	6	-1	2	-17	16	21	-2	9	-0.4
COc1ccc(CN2CCN(Cc3cn(C)nc3-c3ccccc3)CC2CCO)c(C)c1C (stereo not drawn)	-1	-1	-1	3	-2	-3	5	0	6	1.8
O=C(O)C1CCCCC1C(=O)NCCCCc1ccccc1 (stereo not drawn)	1	-3	-2	1	-1	3	17	1	-3	0.8
O=C(c1cc(COc2cccc(C(F)(F)F)c2)on1)N1CCC(Oc2cccnc2)CC1	-5	2	2	-3	-7	9	-12	-3	9	0.9
COc1ccc(CC(=S)NCCc2ccccc2)cc1	-4	0	3	0	5	10	-7	-3	2	-0.6
CSc1ccc(CN2CCN(C(=O)c3ccc([N+](=O)[O-])cc3)CC2)cc1	7	-2	-2	0	2	-5	-7	3	5	-0.7
CC(=O)c1cccc(NC(=O)c2oc(C)nc2C)c1	12	-4	-7	-2	-4	-4	4	1	6	0.5

# Molecules shown so far with two or more sulfur atoms (three):
SMILES	TDP2 inh	ADAM17 inh	DDE Tn7 FP inh	LEDGF integ inh	Tn6 DDE FP	ADAM10 inh	ASAP1 GAP inh	PLC-gamma1 inh	ARFGAP1 inh	KLK7 zymogen act
COC(=O)Cn1c(=NC(=O)CSCC(=O)Nc2cc(C)on2)sc2ccccc21	-7	1	-8	4	-2	3	8	-2	-1	0.3
CSCCC(NS(=O)(=O)c1ccccc1)C(=O)OCc1nc2ccsc2c(=O)[nH]1 (stereo not drawn)	4	1	1	3	7	-2	-15	-7	-12	0.0
Cc1ccc(S(=O)(=O)N(C(=O)c2ccco2)c2cc3sc(=O)oc3c3ccccc23)cc1	-3	6	-1	2	-17	16	21	-2	9	-0.4
